From PubChem BioAssay
ABCG2 block – blocks JC-1 efflux by human ABCG2 transporter; inhibition, % at 6.6 µM; IgMXP3 cells, flow cytometry; 0.1% of 190,000 active; AID 1325;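 active = inhibition above 80%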;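 also: 0% = DMSO and 100% = nicardipine control wells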
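Test system: ABCG2 IgMXP3 and barcoded ABCB1 CCRF-Adr cell mix; Schedule: cells with compound and JC-1, 10 min at 25 °C, rotating, no wash; Technique: flow cytometry of retained JC-1 fluorescence; Measure: % inhibition of efflux relative to nicardipine and DMSO; Controls: nicardipine high and DMSO low controls.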
ABCB1 inh – inhibitors of human ABCB1 transporter, ABCG2 counter-screen. inhibition, % at 6.6 µM. AID 1326. CCRF-Adr cells, JC-1 efflux, flow cytometry. P08183. 0.067% of 190,000 active; in the data active = inhibition above about 40%;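 also: 0% = vehicle and 100% = reference inhibitor; higher value means more JC-1 retained so stronger ABCB1 efflux block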
Target sequence (P08183 whole entry, looked up): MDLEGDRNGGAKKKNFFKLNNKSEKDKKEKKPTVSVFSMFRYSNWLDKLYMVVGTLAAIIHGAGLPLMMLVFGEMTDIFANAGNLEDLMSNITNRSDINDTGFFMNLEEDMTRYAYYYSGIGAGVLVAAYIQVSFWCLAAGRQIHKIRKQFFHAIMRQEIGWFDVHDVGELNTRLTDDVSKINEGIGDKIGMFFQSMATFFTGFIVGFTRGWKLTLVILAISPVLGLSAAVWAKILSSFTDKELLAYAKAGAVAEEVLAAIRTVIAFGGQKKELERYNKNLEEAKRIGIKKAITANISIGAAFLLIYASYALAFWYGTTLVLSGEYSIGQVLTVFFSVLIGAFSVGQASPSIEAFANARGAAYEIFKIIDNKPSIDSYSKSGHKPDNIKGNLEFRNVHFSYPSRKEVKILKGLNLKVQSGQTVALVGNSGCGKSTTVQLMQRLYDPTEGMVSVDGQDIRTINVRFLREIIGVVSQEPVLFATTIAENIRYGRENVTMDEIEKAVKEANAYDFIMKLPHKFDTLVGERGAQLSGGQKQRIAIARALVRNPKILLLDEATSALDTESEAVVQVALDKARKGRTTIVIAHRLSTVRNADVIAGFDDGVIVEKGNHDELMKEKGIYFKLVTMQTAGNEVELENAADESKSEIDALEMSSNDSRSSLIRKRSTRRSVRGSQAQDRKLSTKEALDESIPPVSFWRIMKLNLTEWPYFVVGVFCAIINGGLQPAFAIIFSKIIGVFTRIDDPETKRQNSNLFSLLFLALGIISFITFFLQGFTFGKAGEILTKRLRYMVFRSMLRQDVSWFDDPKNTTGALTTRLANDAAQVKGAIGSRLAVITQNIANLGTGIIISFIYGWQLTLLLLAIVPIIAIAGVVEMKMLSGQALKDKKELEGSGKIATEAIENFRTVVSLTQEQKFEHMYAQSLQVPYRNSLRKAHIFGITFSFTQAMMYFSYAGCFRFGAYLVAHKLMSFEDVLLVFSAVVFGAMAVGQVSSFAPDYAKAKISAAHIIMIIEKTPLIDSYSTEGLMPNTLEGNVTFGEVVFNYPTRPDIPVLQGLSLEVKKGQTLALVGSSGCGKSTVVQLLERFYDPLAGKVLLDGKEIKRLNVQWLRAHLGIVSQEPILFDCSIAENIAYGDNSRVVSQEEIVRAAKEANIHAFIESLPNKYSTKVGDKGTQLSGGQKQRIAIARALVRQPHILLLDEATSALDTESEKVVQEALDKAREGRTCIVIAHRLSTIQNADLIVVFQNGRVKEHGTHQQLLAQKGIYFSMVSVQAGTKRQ
Rab2A wt mod – changes GTP binding to wildtype dog Rab2A, up or down. GST-Rab2 wt beads, Bodipy-GTP binding, flow cytometry. GTP binding activity, % at 10 µM. 0.19% of 190,000 active. AID 760;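 active = GTP binding activity at least 20 points away from 100%, either lowered or raised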;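 also: 0% = beads with excess unlabeled GTP and 100% = no-compound control corrected for plate trend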
Mcl1 Noxa PPI – Mcl-1/Noxa interaction inhibition. TR-FRET Mcl-1/Noxa peptide binding, 2 h. inhibition, % at 21.7 µM. 1.5% of 220,000 active;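 active = compounds that cut the protein-peptide binding signal by more than 50% relative to plate controls in a single-dose test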;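 also: His-tagged Mcl-1 with rhodamine Noxa BH3 peptide and terbium anti-His antibody; 0% = Mcl-1 plus Noxa peptide wells and 100% = peptide-only wells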
Avidin bead fluor – avidin bead compound fluorescence profile; AID 1775; Avidin beads, compound fluorescence 488/530 nm, flow cytometry; stronger effect = higher value; 0.38% of 220,000 active; fluorescence (KMESF) at 10 µM; in the data active = fluorescence above about 47; also: inactives centre near 10
Pf gamet viab – P. falciparum stage V gametocyte viability inhibition. P. falciparum stage V gametocytes, ATP luminescence, 24 h. 0.065% of 150,000 active. inhibition, % at 10.9 µM;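 active = inhibition above the mean plus 3 SD of compounds within the control limits, set per campaign, cut at about 38% in these data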;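 also: 0% = DMSO wells and 100% = medium only without gametocytes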
Cdc42 wt GTP – modulators (inhibitors or activators) of GTP binding to human Cdc42 wildtype; P60953; GST-Cdc42 beads, Bodipy-GTP binding, flow cytometry; actives lie on both sides; percent activity (GTP binding), % at 10 µM; 0.2% of 190,000 active;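 active = percent activity GTP binding at least 20 points away from the 100% baseline, either down as inhibitor or up as activator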;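 also: median bead fluorescence of bound Bodipy-FL-GTP at 100 nM; 0% = excess unlabeled GTP control and 100% = no compound control; below 100% means less GTP binding so inhibitor and above means activator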
HRas wt GTP – changes GTP binding to wildtype human HRas; P01112; GST-Ras wt beads, Bodipy-FL-GTP binding, flow cytometry; actives lie on both sides; GTP binding activity, % at 10 µM; 0.14% of 190,000 active; AID 759;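 active = GTP binding activity at least 20% away from the 100% baseline, either lowered as inhibitor or raised as activator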;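 also: 0% = unlabeled GTP competition control and 100% = no-compound control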
Rac1 act GTP bind – alters GTP binding to activated mutant human Rac1. P63000. GST-Rac1 activated beads, fluorescent GTP binding, flow cytometry; actives lie on both sides; 100% means binding = to untreated wells. percent activity (GTP binding), % at 10 µM. 0.11% of 190,000 active;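 active = GTP binding at least 20 percentage points away from the 100% baseline, in either direction, so actives lie on both sides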
Rab7 wt GTP bind – alters GTP binding to wildtype dog Rab7; GST-Rab7 beads, fluorescent GTP binding, flow cytometry; actives lie on both sides; untreated = 100%, excess cold GTP = 0%; GTP binding activity (percent of control), % at 10 µM; 0.055% of 190,000 active;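 active = fluorescent GTP binding to Rab7 beads changed by at least 20 points from the 100% baseline, either direction, mostly lower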;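 also: median green fluorescence of bound Bodipy-FL-GTP per Rab7 bead population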
Rac1 wt GTP bind – human Rac1 wildtype GTP binding, inhibitors and activators; GTP binding activity (% of control), % at 10 µM; P63000; 0.27% of 190,000 active; GST-Rac1 beads, fluorescent GTP binding, flow cytometry; actives lie on both sides; 0 = cold GTP competed, 100 = untreated;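 active = GTP binding activity at least 20 points away from the 100% control level, either lower or higher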
Starred values were filed as active, the others as inactive; . = not tested or not shown.

Sample of the layout (3 entries):
SMILES | ABCG2 block | ABCB1 inh | Rab2A wt mod | Mcl1 Noxa PPI | Avidin bead fluor | Pf gamet viab | Cdc42 wt GTP | HRas wt GTP | Rac1 act GTP bind | Rab7 wt GTP bind | Rac1 wt GTP bind
N#Cc1ccccc1CSc1nnc(Cc2ccccc2)o1 | 13 | 0.0 | 100 | 15 | 5 | -13 | 98 | 97 | 98 | 98 | 101
O=C(N/N=C/c1ccc[nH]1)c1ccc(Cl)cc1 | 1 | 0.2 | 100 | 14 | 5 | -21 | 103 | 102 | 99 | 101 | 102
Cc1cccc(CC2CC(=O)N(c3ncccn3)C2=O)c1 (centres undefined) | -1 | -0.3 | 99 | -3 | 9 | . | 97 | 97 | 97 | 95 | 97

This part in full, from the start:
SMILES | ABCG2 block | ABCB1 inh | Rab2A wt mod | Mcl1 Noxa PPI | Avidin bead fluor | Pf gamet viab | Cdc42 wt GTP | HRas wt GTP | Rac1 act GTP bind | Rab7 wt GTP bind | Rac1 wt GTP bind
N#Cc1ccccc1CSc1nnc(Cc2ccccc2)o1 | 13 | 0.0 | 100 | 15 | 5 | -13 | 98 | 97 | 98 | 98 | 101
O=C(N/N=C/c1ccc[nH]1)c1ccc(Cl)cc1 | 1 | 0.2 | 100 | 14 | 5 | -21 | 103 | 102 | 99 | 101 | 102
Cc1cccc(CC2CC(=O)N(c3ncccn3)C2=O)c1 (centres undefined) | -1 | -0.3 | 99 | -3 | 9 | . | 97 | 97 | 97 | 95 | 97
CCn1c(=O)n(CCOC)c(=O)c2c3c(sc21)CCCC3 | 13 | 0.6 | 98 | 1 | 35 | 28 | 95 | 97 | 97 | 103 | 100
Cc1ccccc1N1CCN(C2=NC(=O)/C(=C/c3cn[nH]c3-c3ccccc3)S2)CC1 | 18 | 17 | 98 | 17 | 3 | -12 | 98 | 98 | 98 | 100 | 105
CCN1CCN(C(=O)c2ccccc2NS(=O)(=O)c2ccc(Cl)cc2)CC1 | 0 | 0.6 | 99 | 21 | 11 | -4 | 96 | 99 | 95 | 104 | 97
Cc1nn(C)cc1S(=O)(=O)N1CCCC(C(=O)O)C1 (centres undefined) | 0 | -0.2 | 98 | -4 | 9 | 17 | 94 | 98 | 95 | 100 | 101
O=C(CSc1ccc2nnc(CCNS(=O)(=O)c3ccccc3)n2n1)Nc1nc2ccccc2s1 | -1 | 0.0 | 97 | 14 | 1 | 13 | 96 | 99 | 97 | 99 | 100
COc1ccc(N=C2S/C(=C\c3ccc(OCC(=O)O)cc3)C(=O)N2CCc2c[nH]c3ccccc23)cc1 | -2 | 0.3 | 90 | 70* | 11 | 15 | 89 | 94 | 91 | 98 | 94
CN(C)S(=O)(=O)c1ccc(C(=O)Nc2cc(S(=O)(=O)Nc3ccccc3Cl)ccc2N2CCCCC2)cc1 | 1 | 0.1 | 96 | -21 | 5 | -4 | 99 | 97 | 96 | 98 | 102
O=S(=O)(Nc1ccc2ccccc2c1)c1ccccc1 | 5 | 1.2 | 99 | 1 | 10 | 3 | 105 | 99 | 99 | 100 | 102
Cc1ccc([N+](=O)[O-])cc1NC(=O)C(Sc1ccccc1)c1ccccc1 (centres undefined) | 45 | 0.9 | 96 | 14 | 5 | . | 101 | 97 | 101 | 96 | 101
CC(C)n1c2ccccc2c2nc3ccccc3nc21 | 11 | 0.7 | 97 | 16 | 19 | -19 | 95 | 95 | 97 | 96 | 96
Cn1c(C(=O)N2CCN(c3nc4ccccc4s3)CC2)cc2sccc21 | 4 | 0.9 | 93 | 24 | 10 | -7 | 96 | 97 | 95 | 94 | 94
CCOc1cc(CN2CCC(CO)(Cc3cccc(C(F)(F)F)c3)CC2)ccc1OC | 1 | 1.6 | 98 | 5 | 6 | 7 | 99 | 98 | 99 | 100 | 100
CCN1C(=O)C(NC(C)=O)c2cc(OC)ccc21 (centres undefined) | 1 | 0.6 | 101 | 2 | 39 | . | 103 | 102 | 101 | 101 | 105
CCOc1ccc(NC(=O)CN2CCN(S(=O)(=O)c3ccc(Cl)cc3)CC2)cc1 | 4 | 1.1 | 107 | 0 | 13 | -3 | 107 | 105 | 102 | 98 | 106
O=C1c2cccc3cccc(c23)C(=O)N1CCN1CCN(CC(O)COc2ccccc2)CC1 (centres undefined) | 2 | 3.3 | 96 | 7 | 10 | -2 | 97 | 97 | 96 | 98 | 98
O=C1N/C(=N/NC(=O)c2cccc3ccccc23)S/C1=C\c1ccccc1OCc1ccccc1 | 7 | 1.4 | 99 | 19 | 14 | -1 | 100 | 99 | 96 | 97 | 96
CC1CN(S(=O)(=O)c2cccc(C(=O)OCc3cc(=O)oc4cc(O)ccc34)c2)CC(C)O1 (centres undefined) | -4 | -1.0 | 97 | . | 9 | . | 98 | 100 | 97 | 100 | 100
CCOC(=O)c1[nH]cnc1C(=O)O | -6 | -0.6 | 98 | 16 | 11 | 7 | 97 | 95 | 96 | 97 | 94
Cc1cc(C(C)(C)C)cc(C)c1CC1=NCCN1 | 0 | -0.2 | 104 | -2 | 6 | . | 105 | 102 | 99 | 100 | 104
COCCNC(=O)c1cn(C)c(=O)c2cc(OC)c(OC)cc12 | 4 | 0.8 | 105 | 11 | 9 | -11 | 106 | 104 | 104 | 103 | 107
O=C(N1CCOCC1)N1CCN(S(=O)(=O)N2CCOCC2)CC1 | 1 | 0.4 | 102 | 2 | 10 | -5 | 104 | 102 | 100 | 102 | 106
COc1cccc(/C=C/C(=C2/C(=O)N(c3ccccc3)N=C2C)c2ccccc2)c1OC | 1 | 0.2 | 88 | 3 | 5 | 12 | 90 | 91 | 87 | 92 | 94
CSc1nc(C)nc2c1c(=O)n(C)c(=O)n2C | 2 | 0.1 | 95 | 1 | 17 | . | 100 | 96 | 98 | 96 | 102
C#CCOC(=O)C[N+](C)(C)C/C=C/c1ccccc1 | 2 | 0.4 | 101 | 9 | 9 | 0 | 107 | 101 | 98 | 108 | 104
COCC(=O)N1CCCc2ccccc21 | 1 | 0.3 | 99 | -1 | 17 | . | 100 | 100 | 97 | 100 | 96
COC(=O)C1=C(C)N(CCc2c[nH]c3ccccc23)C(=O)C1 | 2 | 0.7 | 101 | 8 | 6 | 3 | 100 | 100 | 96 | 99 | 102
Cc1[nH]n(-c2ncc(-c3ccc(Cl)cc3)s2)c(=O)c1C(c1ccc(Cl)cc1)C(C#N)C#N (centres undefined) | -23 | -1.9 | 89 | 92* | 10 | . | 89 | 93 | 89 | 91 | 90
CCCC(=O)Nc1ccc(NC(=O)c2ccco2)cn1 | 3 | 0.0 | 99 | 23 | 10 | . | 98 | 99 | 98 | 97 | 101
O=C1CSC(c2cn(-c3ccccc3)nc2-c2cc3ccccc3o2)N1Cc1ccccc1 (centres undefined) | 4 | 1.7 | 93 | -2 | 9 | . | 96 | 95 | 94 | 95 | 96
CCOc1ccc(C2CC(c3ccc(OC)cc3)n3ncnc3N2)cc1 (centres undefined) | 0 | 0.1 | 99 | 27 | 7 | . | 99 | 100 | 98 | 99 | 97
COc1cccc(/C(O)=C2/C(=O)C(=O)N(CCN3CCOCC3)C2c2cccnc2)c1 (centres undefined) | -2 | -0.2 | 98 | 33 | 21 | 14 | 100 | 100 | 98 | 99 | 103
CCOc1ccc2nc(NCCCNS(=O)(=O)c3ccc(C)cc3)c(C#N)cc2c1 | 9 | 1.4 | 98 | 12 | 5 | . | 98 | 99 | 99 | 96 | 102
CC1(C)CC(=O)C2=C(C1)NC(SCC(N)=O)=C(C#N)C21CCCCC1 | 4 | 0.9 | 103 | 11 | 25 | 11 | 103 | 104 | 98 | 105 | 102
CC(C)CC(NC(=O)C(NC(=O)OC(C)(C)C)C(C)C)C(=O)N1CCCC1C(N)=O (centres undefined) | -3 | 4.2 | 101 | 17 | 13 | . | 103 | 99 | 99 | 102 | 102
COC(=O)Cc1ccc(NC(=S)NCC(C)C)cc1 | -2 | -0.3 | 103 | 4 | 8 | . | 102 | 105 | 102 | 102 | 105
CCCCC(c1nnnn1CC1CCCO1)N1CCN(Cc2ccccc2)CC1 (centres undefined) | 3 | 1.0 | 101 | 17 | 8 | . | 102 | 102 | 101 | 96 | 104
O=C(/C=C/c1ccco1)Nc1cccc2cccnc12 | 17 | 0.4 | 99 | 32 | 10 | -1 | 103 | 101 | 99 | 98 | 108
COc1ccc(-c2csc3nc(C)n(-n4cccc4)c(=O)c23)cc1OC | -3 | -3.0 | 101 | -3 | 7 | -12 | 100 | 102 | 98 | 98 | 103
O=C(O)c1ccc(Nc2cnc3ccccc3n2)cc1 | 1 | 0.3 | 96 | 21 | 21 | 10 | 94 | 93 | 94 | 102 | 90
CC1CCCN(C(=O)COc2ccc(-c3ccccc3)cc2)C1 (centres undefined) | 10 | 1.0 | 95 | 2 | 10 | . | 93 | 93 | 94 | 91 | 92
CCOC(=O)c1cnc2ccc(Br)cc2c1NCCO | 8 | 0.0 | 103 | -6 | 34 | . | 103 | 102 | 99 | 101 | 107
Cc1ccc(OCC(=O)N/N=C/c2cn[nH]c2-c2ccc(Cl)c(Cl)c2)cc1 | 61 | -0.4 | 99 | 5 | 13 | -8 | 98 | 97 | 98 | 102 | 99
CCCCNC(=O)Nc1nnc(-c2ccccc2)o1 | 7 | 1.2 | 97 | 10 | 5 | . | 99 | 99 | 98 | 99 | 101
CC(NS(=O)(=O)c1ccccc1)C(=O)Nc1nccs1 (centres undefined) | -1 | -0.3 | 98 | 41 | 24 | . | 102 | 98 | 95 | 96 | 100
CCOC(=O)c1ccc(NC(=S)N(CCCN2CCCC(C)C2)Cc2cccs2)cc1 (centres undefined) | 8 | 6.4 | 96 | 15 | 11 | 2 | 95 | 97 | 98 | 97 | 98
COc1ccccc1C(O)Cc1nc2ccccc2n1C (centres undefined) | 0 | -0.1 | 99 | -14 | 6 | -14 | 100 | 98 | 98 | 98 | 98
CCOC(=O)N1CCC(NC(=O)CCc2nc(-c3ccc(C)cc3)no2)CC1 | 9 | 0.5 | 100 | 24 | 39 | . | 102 | 98 | 99 | 101 | 106

Additional compounds follow:
SMILES | ABCG2 block | ABCB1 inh | Rab2A wt mod | Mcl1 Noxa PPI | Avidin bead fluor | Pf gamet viab | Cdc42 wt GTP | HRas wt GTP | Rac1 act GTP bind | Rab7 wt GTP bind | Rac1 wt GTP bind
CN(CC(=O)Nc1ccccc1Sc1ccccc1)Cc1nc2ccccc2c(=O)[nH]1 | 3 | 4.0 | 101 | -5 | 13 | 0 | 101 | 101 | 98 | 97 | 105
Cc1onc(-c2ccccc2Cl)c1C(=O)Nc1ccc(-c2cn3cccnc3n2)cc1 | 3 | 0.6 | 104 | 9 | 11 | . | 102 | 105 | 99 | 103 | 101
CCOC(=O)NC(=O)C(=CNc1ccc(C)cc1)C(=O)NC(=O)OCC | -4 | -0.4 | 97 | -1 | 3 | 9 | 101 | 97 | 102 | 96 | 102
CCOCCCN1C(=O)CN(C2CCCCCC2)C(=O)C1c1ccc(OC)cc1 (centres undefined) | 2 | 4.4 | 97 | -6 | 36 | 11 | 102 | 99 | 98 | 97 | 99

This is a random part of the collection; any-hit rate near 2.3%.
